From PubChem BioAssay
Hsp70 inhibitors: small molecules displacing fluorescent ligand from Hsp70 – biochemical, fluorescence polarization, primary screen (AID 583); Hsp70 fluorescence polarization probe displacement, mP; higher % means a stronger effect; displacement, % at 20 µM, or IC50 in µM where a hit was titrated; actives 0.06% (n = 140,000); in the data active means displacement above about 50%;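 further: plate controls were vehicle for no effect and reference ligand for full effect; a part of the inactive calls stands beside numbers as strong as those of hits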
Rat MKP-3 inhibitors: inhibition of rat DUSP6 enzyme activity – biochemical, in vitro, primary screen (AID 425); recombinant MKP-3 phosphatase activity, fluorescence; higher % means a stronger effect; one-dose inhibition, % at 20 µM; IC50 in µM for titrated hits; actives 0.17% (n = 110,000); in the data active means inhibition above about 50%;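 further: plate controls were vehicle for no effect and reference inhibitor for full effect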
Starred values were filed as active, the others as inactive; · = not tested or not shown; & = joins results of further samples.

Values in the order – Hsp70 inhibitors | Rat MKP-3 inhibitors
Cc1ccccc1-n1c(CN2C(=O)c3ccccc3C2=O)nc2ccccc2c1=O
→ 6.4% | -1.7%
CN(C)CCN=Cc1c(O)n(-c2cccc3ccccc23)c(=O)[nH]c1=O
→ -2.8% | -5.7%
CC1(C)CC(=O)C(C=NCCN2CCN(C(=O)Cc3ccc(Cl)cc3)CC2)=C(O)C1
→ 5.7% | -6.9%
COc1ccc(OC)c(CC(=O)O)c1
→ 1.5% | -17.4%
COc1cc(CN2CCN(C(C)C)CC2)cc(OC)c1OC
→ -2.3% | 2.7%
O=c1[nH]c(=O)n(-c2cccc(Cl)c2)c(O)c1C=NCCCN1CCOCC1
→ -1.1% | -13.6%
CCN(CC)c1ccc(N=Cc2c(O)n(CCC3=CCCCC3)c(=O)[nH]c2=O)cc1
→ -60.3% | 10.8%
CCCCCn1c(=O)c(C(=O)Nc2ccc(C)cc2C)c(O)c2ccccc21
→ 0.2% | 0.0%
O=C1NC(=O)C2(Cc3ccccc3N3CCOCC32)C(=O)N1c1ccccc1 (configuration not stated)
→ -5.8% | ·
O=c1[nH]c(=S)n(Cc2ccc(F)cc2)c(O)c1C=NCc1cccnc1
→ 2.4% | ·
CCCCNc1ccncc1S(=O)(=O)NC(=O)NC(C)C
→ 0.8% | ·
Cn1c(O)c(C=NCc2cccs2)c(=O)n(C)c1=O
→ -2.4%&2.9% | -9.9%&-0.7%
O=C(c1ccco1)c1cn(Cc2ccc(Cl)cc2)c2ccccc12
→ -0.8% | ·
OCCN(CC#CC(O)(c1ccccc1)C1CCCC1)CCO (configuration not stated)
→ -1.3% | -12.3%
O=C1/C(=C/c2ccc(O)cc2)N2CCC1CC2
→ -0.1% | -4.1%
O=C(COc1ccc(S(=O)(=O)N2CCCCC2)cc1)N1CCN(Cc2ccccc2)CC1
→ -2.8% | -14.2%
COc1ccc(Br)cc1CN1CCN(Cc2ccc(F)cc2)CC1
→ 2.4% | -2.5%
O=C1NC(=O)C(CCc2ccncc2)(Cc2ccc3c(c2)OCO3)C(=O)N1CCc1ccccc1 (configuration not stated)
→ -1.7% | ·
CCCc1[nH]nc2c1C1(C(=O)N(Cc3ccccc3)c3ccccc31)C(C(=O)OC)=C(N)O2 (configuration not stated)
→ -0.4% | ·
Clc1cnc(Oc2ccc(Oc3ncc(Cl)cc3Cl)cc2)c(Cl)c1
→ -18.8% | ·
O=c1c2ccccc2nc(-c2cccs2)n1-c1cnccn1
→ 4.3%&-3.8% | -13.9%&0.4%
Cc1ccc(CN2CC3CC(C2)c2cccc(=O)n2C3)cc1 (configuration not stated)
→ 4.5% | -10.7%
COc1cc(CN2CCN(C(=O)Cc3ccccc3)CC2)cc(OC)c1O
→ 0.2% | 0.4%
O=c1c2ccccc2nc(-c2ccccc2)n1-c1ccc(Br)cn1
→ 3.4% | 4.6%
CCC1(c2ccccc2)C(=O)NC(=O)N(C(=O)c2ccccc2Br)C1=O (configuration not stated)
→ -2.4% | 1.0%
Cc1cc(OC(=O)CCNC(=O)OC(C)(C)C)c2c3c(c(=O)oc2c1)CCC3
→ -0.6% | -1.4%
c1cncc(CNC2=NCCCCC2)c1
→ 5.5% | -2.0%
O=C(O)Cn1cc(/C=C2\C(=O)NC(=O)N(c3ccc(Cl)cc3)C2=O)c2ccccc21
→ -0.2% | 7.8%
CCCCn1c(N)c(C(=O)NCCN2CCOCC2)c2nc3ccccc3nc21
→ -0.7% | -8.1%
COc1ccc(C(=O)CC2(CC(=O)c3ccc(OC)cc3)C(=O)N(C)C(=O)N(C)C2=O)cc1
→ -2.5% | ·

Reformatted: entries from further up.
| SMILES | Hsp70 inhibitors | Rat MKP-3 inhibitors |
| --- | --- | --- |
| Cc1ccccc1-n1c(CN2C(=O)c3ccccc3C2=O)nc2ccccc2c1=O | 6.4% | -1.7% |
| O=c1[nH]c(=O)n(-c2cccc(Cl)c2)c(O)c1C=NCCCN1CCOCC1 | -1.1% | -13.6% |

Rewritten tab-delimited: entries from further up.
SMILES	Hsp70 inhibitors	Rat MKP-3 inhibitors
O=C1NC(=O)C(CCc2ccncc2)(Cc2ccc3c(c2)OCO3)C(=O)N1CCc1ccccc1 (configuration not stated)	-1.7%	·
CCCc1[nH]nc2c1C1(C(=O)N(Cc3ccccc3)c3ccccc31)C(C(=O)OC)=C(N)O2 (configuration not stated)	-0.4%	·

Additional structures follow.
Values in the order – Hsp70 inhibitors | Rat MKP-3 inhibitors
C=CCN1C(=O)/C(=C\c2cccs2)C(=O)NC1=S
→ 2.1% | 2.9%
CC(=NCc1ccc2c(c1)OCO2)c1c(O)[nH]c(=O)[nH]c1=O
→ 0.6% | -4.1%
c1ccc2c(c1)OCC(C1=NCCN1)O2 (configuration not stated)
→ -0.2% | -15.0%
NCCc1ccc(O)cc1
→ 1.9% | 1.3%
Cn1c(C(=O)N2CCC(C(=O)N3CCC4(CC3)OCCO4)CC2)cc2sccc21
→ 2.6% | 3.9%
O=C(Cn1cnc2sc3c(c2c1=O)CCCC3)NCCCC(=O)N1CCC2(CC1)OCCO2
→ -1.3% | ·
CCOC(=O)C1CN(C)CCC1=O (configuration not stated)
→ 6.7% | -0.4%
CC(C)C(=O)N1N=C(c2cccnc2)CC1(O)C(F)(F)F (configuration not stated)
→ -2.0% | -0.8%
Cc1ccc2c(c1)C1CN(C)CCC1N2S(=O)(=O)c1ccccc1 (configuration not stated)
→ 1.3% | -4.0%
O=C1c2ccccc2C2(c3ccc(Cl)cc3)NCCN12 (configuration not stated)
→ 10.9% | -7.5%
O=C(Nc1ccc(Cl)cc1C(=O)c1ccccc1)c1cncc(Br)c1
→ 2.2% | -2.3%
COc1ccc(CCNCc2ccc(OC)c(OC)c2OC)cc1
→ -0.4% | ·
O=C(c1ccc(-c2ccccc2)cc1)N1CCN(c2cccc(Cl)c2)CC1
→ 7.1% | 1.2%
CCOC(=O)N(C)c1ccc(C(O)(C(=O)OC)C(F)(F)F)cc1 (configuration not stated)
→ -1.9% | ·
Cc1ccc(Cn2nnnc2CN2CCC(n3nnc4cc(C)ccc43)CC2)cc1
→ 98.5% | 2.6%
O=c1c2ccccc2nc(/C=C/c2ccc([N+](=O)[O-])cc2)n1-c1ccccc1O
→ -3.2% | 4.2%
CC#CP(=O)(OCC)C(O)(c1ccccc1)C(F)(F)F (configuration not stated)
→ 10.4% | -0.6%
O=C(O)c1nonc1-c1nonc1C(=O)O
→ -3.2% | 2.2%
Cn1cccc1CNCCc1ccccc1F
→ 4.2% | -3.5%
COc1ccccc1-n1c(O)c(C=NC2CC2)c(=O)[nH]c1=O
→ 1.8% | ·
CCOC(=O)C1=C(N)OC2=C(C(=O)CC(C)(C)C2)C12C(=O)Nc1ccccc12 (configuration not stated)
→ 2.7% | -10.9%

Whole records as entered above.
CC#CP(=O)(OCC)C(O)(c1ccccc1)C(F)(F)F (configuration not stated) reads Hsp70 inhibitors: 10.4%; Rat MKP-3 inhibitors: -0.6%
Cc1ccc2c(c1)C1CN(C)CCC1N2S(=O)(=O)c1ccccc1 (configuration not stated) reads Hsp70 inhibitors: 1.3%; Rat MKP-3 inhibitors: -4.0%
O=C1c2ccccc2C2(c3ccc(Cl)cc3)NCCN12 (configuration not stated) reads Hsp70 inhibitors: 10.9%; Rat MKP-3 inhibitors: -7.5%

Among those listed so far, three have a CF3 group:
Values in the order – Hsp70 inhibitors | Rat MKP-3 inhibitors
CC(C)C(=O)N1N=C(c2cccnc2)CC1(O)C(F)(F)F (configuration not stated)
→ -2.0% | -0.8%
CCOC(=O)N(C)c1ccc(C(O)(C(=O)OC)C(F)(F)F)cc1 (configuration not stated)
→ -1.9% | ·
CC#CP(=O)(OCC)C(O)(c1ccccc1)C(F)(F)F (configuration not stated)
→ 10.4% | -0.6%

This is a subset; the hit share may differ from the screen's.
